# Screening data (PubChem BioAssay)
# RXFP1 ag – activates the human relaxin receptor RXFP1; Q9HBX9; HEK293T-RXFP1 cAMP TR-FRET, 30 min; response scale: percent of porcine relaxin response, buffer zero; Potency, µM (doses to about 57.5 µM), for inactives: at the highest dose activation, most hits filed as activators; 0.3% of 370,000 active; AID 2676; note: potency is the fitted concentration of half-maximal effect; % is set by controls: 0 for no effect and ±100 for the full control effect; nearly all actives have a fitted effect of over 60% in size; many of its hits are not listed in these tables
#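 HEK293T cells stably expressing RXFP1 were pretreated with the PDE4 inhibitor Ro 20174, exposed to compounds for 30 min at 37C, lysed, and cAMP was read by TR-FRET. Data normalized to buffer (basal) and 29 nM porcine relaxin (100%).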
# D1 potentiator – enhances dopamine response at the human D1 receptor; P21728; potentiation, % at 10 µM; HEK293 TREx D1 cells, calcium flux, dopamine EC20 potentiation; AID 504651; 0.036% of 360,000 active; in the data active = potentiation above about 30%; note: 0% is about no effect
# Target sequence (P21728 whole entry, looked up): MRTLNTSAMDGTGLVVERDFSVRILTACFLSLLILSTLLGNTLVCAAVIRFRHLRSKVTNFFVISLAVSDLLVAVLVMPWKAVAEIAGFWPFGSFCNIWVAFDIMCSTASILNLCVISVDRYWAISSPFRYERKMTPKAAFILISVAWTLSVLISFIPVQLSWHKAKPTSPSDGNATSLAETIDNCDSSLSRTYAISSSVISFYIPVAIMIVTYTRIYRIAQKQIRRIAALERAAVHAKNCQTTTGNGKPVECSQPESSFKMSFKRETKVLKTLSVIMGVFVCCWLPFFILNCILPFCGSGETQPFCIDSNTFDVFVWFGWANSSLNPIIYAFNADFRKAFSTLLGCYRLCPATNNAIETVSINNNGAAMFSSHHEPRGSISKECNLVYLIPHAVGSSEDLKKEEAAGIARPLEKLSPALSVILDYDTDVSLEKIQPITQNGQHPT
# TRHR PAM – TRH receptor (human) allosteric enhancement; TRHR cells, fluo-8 calcium fluorescence, EC20 TRH enhancement; enhancement, % at 2 µM; 0.66% of 360,000 active; in the data active = enhancement above about 30%; note: 0% is about no effect
# Target sequence (P34981 whole entry, looked up): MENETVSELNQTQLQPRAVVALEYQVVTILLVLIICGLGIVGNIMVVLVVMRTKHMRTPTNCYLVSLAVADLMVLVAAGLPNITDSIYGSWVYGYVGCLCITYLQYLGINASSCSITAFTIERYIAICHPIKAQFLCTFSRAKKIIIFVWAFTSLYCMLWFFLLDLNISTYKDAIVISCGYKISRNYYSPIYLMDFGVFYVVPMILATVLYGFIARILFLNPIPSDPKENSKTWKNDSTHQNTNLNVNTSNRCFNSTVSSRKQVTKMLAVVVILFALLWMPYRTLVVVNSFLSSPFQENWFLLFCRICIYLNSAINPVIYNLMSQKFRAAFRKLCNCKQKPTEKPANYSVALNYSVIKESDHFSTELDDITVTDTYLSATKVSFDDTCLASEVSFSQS
#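 TRHR-expressing cells loaded with fluo-8 calcium dye were read kinetically (ex 480/em 530) during compound addition, then stimulated with an EC20 of TRH (10 nM final). Enhancement of the Gq-mediated intracellular calcium response was scored.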
# D2 PAM – D2 dopamine receptor (human) potentiation. P14416. HEK293 T-REx D2, calcium flux, EC20 dopamine potentiation. potentiation, % at 10 µM. 0.34% of 340,000 active;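 active = potentiation over 3 SD above the plate norm, cut at about 30% in these data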; note: 0% is about no effect
#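 Tetracycline-induced Hek293 Trex D2 cells, force-coupled to calcium, loaded with no-wash calcium dye. Compound added with 180 s kinetic read for agonism, then EC20 dopamine and a further 180 s read for potentiation.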
# RXFP1 antag – RXFP1 (human) relaxin receptor antagonism; Q9HBX9; HEK293-RXFP1, relaxin-stimulated cAMP HTRF, 30 min; active compounds read low; activity change, negative = inhibition, % at 57.5 µM; 0.59% of 350,000 active;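 active = activity change of -60% or lower, but not beyond a set lower limit; inconclusive = change between -60% and -40%, or beyond the set limit; inactive = change above -40%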; note: % is set by controls: 0 for no effect and ±100 for the full control effect
# TRHR agonist – activates the human TRH receptor. 0.18% of 360,000 active. TRHR cells, calcium flux fluo-8, FDSS agonist mode. P34981. activation, % at 2 µM. AID 493084; in the data active = activation above about 30%; note: 0% is about no effect
#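 TRHR-expressing cells, plated overnight in medium with 10% serum, were loaded with fluo-8 calcium dye at room temperature. After a 10 s baseline, library compound was pin-added and calcium release was recorded kinetically (ex 480/em 530) as agonist response.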
# Anesthetic bind – binds horse apoferritin like a general anesthetic | 0.074% of 350,000 active | apoferritin/1-aminoanthracene competitive binding, fluorescence | Potency, µM (titrated, usually from 77.5 µM), inactives show at the top dose activity change, negative = displacement, hits mostly inhibitors | AID 485281; note: potency is the fitted concentration of half-maximal effect; % is set by controls: 0 for no effect and ±100 for the full control effect; nearly all actives have a fitted effect of over 20% in size
# Target sequence (P02791 2-175 limits assumed): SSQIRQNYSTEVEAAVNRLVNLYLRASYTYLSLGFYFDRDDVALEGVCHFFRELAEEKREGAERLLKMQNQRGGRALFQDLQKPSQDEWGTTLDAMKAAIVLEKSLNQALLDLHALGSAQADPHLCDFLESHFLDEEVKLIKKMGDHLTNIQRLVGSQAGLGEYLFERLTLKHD
#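 Probe: 1-aminoanthracene (50% saturated, PBS). Protein: horse-spleen apoferritin, 10 uM. Incubation: 10 min, room temperature. Detection: 380 nm excitation, 535 nm emission. Analysis: normalized response, four-parameter Hill.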
# D1 antag – human D1 dopamine receptor antagonism. P21728. HEK293 TREx D1 cells, calcium flux, dopamine EC80; active compounds read low. activity change, negative = inhibition, % at 10 µM. 3.2% of 360,000 active; in the data active = activity change below about -30%; note: % is set by controls: 0 for no effect and ±100 for the full control effect
#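 Allosteric or orthosteric antagonism assessed as attenuation of the calcium response to EC80 dopamine, added 180 s after compound, in induced HEK293 Trex D1 cells loaded with no-wash calcium dye.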
# D1 agonist – agonists of human D1 dopamine receptor | HEK293 T-REx D1 cells, calcium flux, agonist mode | activation, % at 2 µM | 1% of 360,000 active | AID 504660; in the data active = activation above about 30%; note: 0% is about no effect
#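 Tetracycline-induced HEK293 TREx D1 cells, force-coupled to calcium signalling, were dye-loaded with a no-wash calcium kit. Compound was pin-added after a 10 s baseline. Fluorescence was read kinetically at 1 cycle/s for 180 s, with calcium rises flagged as agonism.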
# Numbers without * were called inactive; ? = inconclusive; / = no result given; & = joins results of further samples; [ ] = another dose, or the depositor's remark. Unless noted, calls come from the whole dose curve; as a rule, active = well fitted curve in the direction sought with a large enough effect; inconclusive = small, poorly fitted or top-dose-only effect, or another doubt; inactive = no such curve, though single readings can be large; an effect the other way counts as inactive or inconclusive.
# Values in the order: RXFP1 ag | D1 potentiator | TRHR PAM | D2 PAM | RXFP1 antag | TRHR agonist | Anesthetic bind | D1 antag | D1 agonist
O=C(Nc1cccc(-c2cn3cccnc3n2)c1)Nc1ccccc1F
 : 2.0% | 1 | -2 | -6 | -16 | 0.3 | -17% | 4 | 0
CNc1snc(C)c1C(=O)OCC(=O)N(C)c1ccccc1
 : 1.1% | 6 | 6 | 24 | -12 | 1.5 | / | 18 | 4
CCOC(=O)c1c(NC(=O)c2cc(CC(C)C)on2)sc(C(C)=O)c1C
 : ? | 1&4 | 0&-1 | 18&4 | -6&10 | 1.4&0.3 | 3%&11% | -5&23 | 4&-2
COc1ccc2[nH]cc(CCCN3C(=O)c4ccccc4C3=O)c2c1
 : -0.9% | 7 | 6 | 4 | / | -0.2 | -14% | 0 | 0
O=C(NCCS(=O)(=O)NCc1ccc2c(c1)OCO2)c1ccccc1
 : 1.5% | -1 | 5 | -14 | -2 | 0.0 | / | 5 | 1
CCn1ccnc1CN(C)Cc1cn[nH]c1-c1ccc(OC)c(F)c1
 : 1.8% | -4 | -1 | 1 | 4 | -1.0 | -1% | -24 | 0
O=Cc1cccn1-c1ccc(O)cc1
 : 3.0% | 23 | 17 | -7 | -11 | -0.1 | -8% | -3 | 2
O=C(Nc1cccc(Cl)c1Cl)c1ccc2c(c1)N(Cc1cccc(Cl)c1)C(=O)c1ccccc1S2=O (stereo unspecified)
 : -0.8% | 7 | 0 | 11 | 13 | 0.2 | 5% | 6 | 5
Cc1cc(C(=O)Nc2ccccc2N2CCOCC2)c(C)o1
 : -0.3% | -4 | 8 | 5 | -21 | -1.0 | -8% | -15 | 7
O=C(NCc1ccccn1)c1ccccc1OCc1ccc(Cl)cc1Cl
 : -0.3% | 2 | -25 | 16 | -1 | -0.5 | / | 10 | 0

# Values in the order: RXFP1 ag | D1 potentiator | TRHR PAM | D2 PAM | RXFP1 antag | TRHR agonist | Anesthetic bind | D1 antag | D1 agonist
CCc1nn(C(C)C(=O)NCCc2ccc(OC)c(OC)c2)c(=O)c2cc3occc3n12 (stereo unspecified)
 : 2.4% | -3 | 0 | -9 | -12 | -0.8 | 1% | 4 | 1
CCOc1ccc(N2CC(NC(=O)Cc3ccccc3)CC2=O)cc1 (stereo unspecified)
 : 0.8% | -1 | -4 | 8 | -5 | -0.2 | -6% | / | -2
CN(CC(=O)Nc1cccc(F)c1)C(=O)C1CCN(C(=O)c2ccc(Cl)cc2)CC1
 : 0.6% | -6 | -5 | 14 | 7 | 0.1 | / | -2 | -1
CCOC(=O)c1cc(C)sc1/N=C/C1C(=O)CCCC1=O
 : 5.2% | 0 | 2 | 0 | / | -0.5 | 0% | -7 | 1
CCn1c2ccccc2c2cc(N=C3SC(CC(=O)Nc4ccccc4OC)C(=O)N3C)ccc21 (stereo unspecified)
 : 1.5% | -5 | 5 | 16 | 3 | 1.1 | -7% | -19 | 2
CCC1(CC)NC(=O)N(CC(=O)OCC(=O)Nc2ccccc2OC(F)F)C1=O
 : -2.0% | -2 | 12 | 18 | 2 | 0.7 | / | -4 | 7
COc1ccccc1-c1nn2c(-c3ccc(C(C)(C)C)cc3)nnc2s1
 : 15% | 1 | 4 | -10 | / | -2.5 | -11% | -1 | 6
CCOc1ccccc1C(=O)NCC(=O)NCCCSc1ccccc1
 : -3.0% | -4 | 3 | 6 | -2 | -0.4 | -13% | 13 | 3
c1ccc(Cc2cc(-c3ccccc3)on2)cc1
 : 2.7% | -3 | -2 | 1 | 13 | -0.4 | 0% | 9 | 1
CCOC(=O)N1CCC(NC(=O)CCS(=O)(=O)c2ccc3c(c2)CCN3C(C)=O)CC1
 : -1.4% | -1 | -13 | -16 | 6 | 0.6 | -8% | -4 | 2

Compound	RXFP1 ag	D1 potentiator	TRHR PAM	D2 PAM	RXFP1 antag	TRHR agonist	Anesthetic bind	D1 antag	D1 agonist
Cc1ccc(-n2ncc(C(=O)Nc3c(Cl)cccc3Cl)c2C2CCNCC2)cc1	-2.5%	-3	5	-4	0	-1.5	28%	-2	3
COc1cccc(C(=O)NCCCn2ccnc2)c1	-1.9%	-2	-2	3	2	1.4	0%	/	1
COC(=O)c1c(-c2cccs2)csc1NC(=O)CN1CCOCC1	2.4%	1	-3	33*	-12	-1.3	0%	7	-1
COc1ccc(OCc2cc(C(=O)N3CCCC(O)C3)no2)c2ccccc12 (stereo unspecified)	-2.2%	-5	5	10	-4	0.0	-14%	-6	10
Nn1c(SCc2cccc(Br)c2)nnc1-c1ccncc1	-0.9%	-4	0	-1	-1	0.0	-15%	5	1
Cn1cc(/C=N/n2cnc3scc(-c4ccc(Cl)cc4)c3c2=O)c2ccccc21	4.3%	3	1	-8	-3	0.1	-20%	4	3
CC1C(=O)NN=C1C(=O)N/N=C\c1ccc(O)cc1O (stereo unspecified)	-3.1%	-7	3	7	/	-0.2	-9%	-10	2
Cc1ccc(NC(=O)CSc2n[nH]c(-c3cccnc3)n2)cc1Cl	-0.2%	-4	3	/	-2	-0.6	-13%	3	-1
CC(NC(=O)c1ccc2c(c1)sc1nc(-c3ccccc3)cn12)C12CC3CC(CC(C3)C1)C2 (stereo unspecified)	0.0%	-1	5	-9	13	0.1	-5%	0	0
COc1ccc(OCC(=O)Nc2ccccc2C(=O)NC2CC2)cc1	1.8%	3	-7	0	6	-0.8	/	-6	5
COc1ccc(NC(=O)C2CCN(c3cc(-c4ccccc4)nc4ncnn34)CC2)cc1OC	-0.6%	1	-7	/	-14	0.3	-10%	9	1
C/C(=N\OCC(=O)OCC(=O)N(C)c1ccccc1)c1ccc2c(c1)OCO2	2.9%	-7	11	/	-2	-2.6	/	-5	7
O=C(NC(C1CC1)C1CC1)C1CCC(=O)N(CCCN2CCCC2=O)C1 (stereo unspecified)	0.3%	0	5	-5	6	0.4	1%	-10	2
CCOC(=O)C1=C(C)NC(C)=C(C(=O)OC)C1c1cccc(Cl)c1Cl (stereo unspecified)	2.8%	-4	-4	-5	-13	-0.4	215%[activator]	-18	1
O=C(CN1CCN(S(=O)(=O)N2CCCCCC2)CC1)Nc1ccc(F)cc1	0.6%	-2	-5	/	9	0.8	0%	-16	3
NC(=O)C1CCN(c2ncnc3c(-c4ccccc4)nsc23)CC1	6.0%	-3	1	9	10	0.1	-6%	-8	5
C/C=C/c1ccc(OCCn2cncn2)c(OC)c1	2.1%	5	-2	2	-5	-0.2	1%	7	3
CCCn1c(=O)c2sccc2n2c(CCCC(=O)NCc3ccco3)nnc12	22%	-2	-2	12	-1	0.0	-9%	16	4
O=C(NNc1c(Cl)cncc1Cl)c1sccc1Cl	1.2%	1	3	-3	-3	-0.4	-7%	13	2
Cc1cc(C)n(C(=O)CCNC(=O)c2ccccc2Br)n1	0.7%	-10	-8	-5	3	-0.2	-8%	-20	1
COCCn1c(=S)[nH]c2cc(C(=O)NCCc3ccc(OC)c(OC)c3)ccc2c1=O	0.0%	9	-2	-6	3	-0.2	-6%	-23	0
CCc1ccc(S(=O)(=O)NCc2csc(-c3cccnc3)n2)s1	-1.6%	-5	-5	/	9	-0.7	-5%	3	9
O=C1CC(c2ccccc2)n2nc(N3C(=O)CCC3=O)nc2N1 (stereo unspecified)	2.7%	-2	8	-3	0	-0.1	-5%	10	5
O=S1(=O)CCN(Cc2ccccc2Cl)CC1	1.5%	2	-4	-1	/	-0.2	-12%	3	2
N#CC1=C(N)SC(N)=C(C#N)C1c1cccc(Oc2ccccc2)c1	2.8%	-1	-2	14	-4	0.8	-6%	-27	10

# Quoted from the listing:
# In D1 potentiator, `CC1C(=O)NN=C1C(=O)N/N=C\c1ccc(O)cc1O` (stereo unspecified) has -7
# In RXFP1 ag, `NC(=O)C1CCN(c2ncnc3c(-c4ccccc4)nsc23)CC1` has 6.0%
# In RXFP1 ag, `CC(NC(=O)c1ccc2c(c1)sc1nc(-c3ccccc3)cn12)C12CC3CC(CC(C3)C1)C2` (stereo unspecified) has 0.0%
# In Anesthetic bind, `Cc1cc(C)n(C(=O)CCNC(=O)c2ccccc2Br)n1` has -8%
# In RXFP1 ag, `COC(=O)c1c(-c2cccs2)csc1NC(=O)CN1CCOCC1` has 2.4%

# Three structures out of the list, ordered by length of the SMILES, lowest first:
Compound	RXFP1 ag	D1 potentiator	TRHR PAM	D2 PAM	RXFP1 antag	TRHR agonist	Anesthetic bind	D1 antag	D1 agonist
COc1ccc(OCC(=O)Nc2ccccc2C(=O)NC2CC2)cc1	1.8%	3	-7	0	6	-0.8	/	-6	5
CCCn1c(=O)c2sccc2n2c(CCCC(=O)NCc3ccco3)nnc12	22%	-2	-2	12	-1	0.0	-9%	16	4
O=C(CN1CCN(S(=O)(=O)N2CCCCCC2)CC1)Nc1ccc(F)cc1	0.6%	-2	-5	/	9	0.8	0%	-16	3

# (list continues)
Compound	RXFP1 ag	D1 potentiator	TRHR PAM	D2 PAM	RXFP1 antag	TRHR agonist	Anesthetic bind	D1 antag	D1 agonist
COc1ccccc1N1CCN(C(=O)c2ccc(S(=O)(=O)N3CCCCCC3)cc2)CC1	0.7%	2	8	-3	-5	-0.3	?	2	9
CCC(C)(C)n1nnnc1C(c1cccs1)N1CCc2ccccc21 (stereo unspecified)	0.1%	2	8	15	-9	-0.5	0%	-3	4
CC(OC(=O)c1cc(O)c2ccccc2c1O)C(=O)Nc1ccc(C(N)=O)cc1 (stereo unspecified)	2.0%	-7	-3	-10	5	1.5	/	-3	3
CC(Oc1cccnc1[N+](=O)[O-])C(=O)Nc1ccc(F)cc1 (stereo unspecified)	-0.1%	-17	-7	7	?	-0.1	/	11	2
c1ccc(N(c2ccccc2)c2nc(N3CCCC3)nc(-n3ccnc3)n2)cc1	1.4%	-8	-10	-4	-8	0.2	-13%	-4	3
O=C(CS(=O)(=O)Cc1ccccc1)Nc1ccc(Cl)cn1	0.3%	5	5	0	2	0.3	-13%	-8	-1
Cc1cccc2c1-c1sc(C(=O)N(C)c3cccc(C(F)(F)F)c3)cc1CO2	?	-8	5	1	-25	0.3	1%	31	6
Cc1c(NS(=O)(=O)c2ccc(N3CCCCC3)c([N+](=O)[O-])c2)c(=O)n(-c2ccccc2)n1C	0.7%	-5	-1	-3	-7	-0.1	-16%	3	0
CCc1cc(=O)oc2c(C)c(OC(C)C(=O)NC3CC(C)(C)NC(C)(C)C3)ccc12 (stereo unspecified)	1.3%	0	0	-2	-4	-0.1	1%	5	0
CCOc1ccc(NC(=O)Cn2nc(C(N)=O)c3ccccc3c2=O)cc1S(=O)(=O)N1CCCC1	-1.8%	-5	-4	-8	-6	0.5	/	20	0

# These rows are one share of the data; rates above refer to the full screens.
